TCR activator: activators of T cell receptors; Potency, µM (top dose mostly 9.22 µM), inactives show at the top dose activation of IL-2 secretion, most hits filed as activators; primary human leukocytes, anti-CD3, IL-2 HTRF, 48 h; 330,000 tested, under 10 active; note: % of control where 0% means no effect
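IL-2 produced over 48 hr by a-CD3 bead-stimulated primary human leukocytes exposed to compounds was detected with a homogeneous time-resolved FRET immunoassay, 665nm acceptor signal after 320nm excitation.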
BCR signal inh: chronic active BCR signaling inhibition | ABC-DLBCL IkBa-CBG/CBR reporter, luminescence ratio, 4 h | Potency, µM (highest dose often 46.1 µM), inactives show at the top dose ratio change, negative = lower green/red ratio, actives largely listed as inhibitors | 340,000 compounds, 0.05% hits; active = well fitted inhibition curve with a large enough effect in the signal ratio, with a control signal flat, not every such curve was filed as active; inconclusive = small, poorly fitted or top-dose-only effect, or effect the other way, or a change in a side signal; the % refers to the signal ratio;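 note: potency is the fitted concentration of half-maximal effect; plate controls were basal doxycycline-induced cells for no effect and cells given 10 µM MG132 for full effect; MG132 reads +100%, hits lower the ratio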
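TMD8 ABC-DLBCL cells carrying doxycycline-inducible green luciferase fused to IkappaBalpha plus unfused red luciferase were exposed to compounds (up to 46 uM) for 4 hrs at 37C. Activity came from the overlap-corrected green/red luminescence ratio.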
ELG1 DNA repair: blocks ELG1-dependent DNA repair in HEK293T cells. HEK293T ELG1-luciferase reporter, luminescence, 16 h; DNA damage induced by 5-fluorouridine. Potency, µM (top dose mostly 46.1 µM), without a hit: top-dose activity change, negative = inhibition, usual class: inhibitors. 330,000 compounds, 2.3% hits. AID 504467; note: potency is the fitted concentration of half-maximal effect; % is set by controls: 0 for no effect and ±100 for the full control effect; nearly all actives have a fitted effect of over 55% in size
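DMSO vehicle served as the neutral condition. Each well held 2,000 cells given 5-fluorouridine plus compound; after 16 hr at 37 °C/5% CO2, ONE-Glo was added and luciferase measured 30 min later.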
PTAP TSG101 blk: blocks PTAP/TSG101 interaction to inhibit HIV-1 budding | Potency, µM (doses to about 115 µM), for the others: at the top dose activity change, negative = inhibition, actives largely listed as inhibitors | Fluorescence polarization, FITC-PTAP peptide / Tsg101 binding | Q99816 | 340,000 tested, under 10 active; active = well fitted inhibition curve with a large enough effect in the main read-out, with a control signal flat, not every such curve was filed as active; inconclusive = small, poorly fitted or top-dose-only effect, or effect the other way, or a change in a side signal; inactive = no such curve, though single readings can be large or run the other way; note: potency is the fitted concentration of half-maximal effect; % of control where 0% means no effect
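FP read-out: FITC-PTAP peptide, 50 nM final, binding Tsg101 binding domain, 10 uM final; 20 min, r.t.; 10 mM HEPES pH 7.5, 0.15 M NaCl, 0.01% Tween 20, 3 mM EDTA, 0.1 mM TCEP.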
B2AR arrestin: agonists driving beta-arrestin recruitment to human beta2-adrenergic receptor. P07550. beta-arrestin recruitment to beta2AR, cell-based reporter. Potency, µM (doses to about 46.1 µM), for inactives: at the top dose activation, most hits filed as activators. 330,000 compounds, 0.02% hits;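 note: potency is the fitted concentration of half-maximal effect; 0% = DMSO controls and full agonism = EC100 isoproterenol or metaproterenol; nearly all actives have a fitted effect of over 65% in size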
Target sequence (P07550 whole entry, looked up): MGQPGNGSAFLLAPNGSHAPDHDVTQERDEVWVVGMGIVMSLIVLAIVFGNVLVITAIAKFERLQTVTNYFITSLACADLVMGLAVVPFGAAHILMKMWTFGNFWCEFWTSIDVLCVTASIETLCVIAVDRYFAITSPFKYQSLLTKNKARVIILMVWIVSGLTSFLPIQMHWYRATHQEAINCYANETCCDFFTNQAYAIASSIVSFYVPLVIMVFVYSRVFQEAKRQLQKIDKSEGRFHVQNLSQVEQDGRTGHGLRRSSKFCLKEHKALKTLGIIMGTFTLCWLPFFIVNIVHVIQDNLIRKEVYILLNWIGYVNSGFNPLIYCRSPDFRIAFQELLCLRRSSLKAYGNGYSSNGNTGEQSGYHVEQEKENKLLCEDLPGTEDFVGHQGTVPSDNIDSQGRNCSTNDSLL
Tb PFK block: inhibitors of T. brucei phosphofructokinase. O15648. T. brucei PFK, ADP-Glo luminescence. Potency, µM (doses to about 57.5 µM), without a hit: at the highest dose activity, negative = inhibition, hits mostly inhibitors. 330,000 compounds, 0.17% hits;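 note: potency is the fitted concentration of half-maximal effect; 0% = uninhibited 1x PFK enzyme wells and -100% = no-enzyme wells; nearly all actives have a fitted effect of over 60% in size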
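1.25 nM PFK with 0.5 mM F6P and 0.1 mM ATP in 0.1 M TEA pH 8.0, 5 mM MgCl2, incubated 45 min at room temperature; ADP measured by ADP-Glo luminescence; compounds titrated up to 57 uM.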
uPA generation: cell surface uPA generation inhibition | Potency, µM (highest dose often 38.3 µM), for inactives: at the top dose activity change, negative = inhibition, most hits filed as inhibitors | 330,000 compounds, 0.31% hits | AID 540303 | cell surface uPA generation assay, qHTS; active = well fitted inhibition curve with a large enough effect; inconclusive = small, poorly fitted or top-dose-only effect; inactive = no such curve, though single readings can be large or run the other way; tested in mouse RAW 264.7 cells; note: potency is the fitted concentration of half-maximal effect; % is set by controls: 0 for no effect and ±100 for the full control effect; nearly all actives have a fitted effect of over 55% in size
Eya2 inh: inhibitors of human Eya2 phosphatase activity. recombinant Eya2, OMFP fluorescence dephosphorylation (OMFP is methylfluorescein phosphate). Potency, µM (titrated, usually from 76.9 µM), without a hit: top-dose activity, negative = inhibition, hits mostly inhibitors. O00167. 330,000 compounds, 0.006% hits; note: potency is the fitted concentration of half-maximal effect; % is set by controls: 0 for no effect and ±100 for the full control effect
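Eya2 protein (added as 0.2 uM solution) was preincubated with compound for 10 min at ambient temperature in 50 mM HEPES pH 7.5, 50 mM NaCl, 5 uM MgCl2, 0.05% BSA, 1 mM DTT. OMFP (added at 50 uM) then reacted 10 min; fluorescence read at 485/525 nm.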
TSHR antag: antagonists of human thyroid stimulating hormone receptor. 330,000 compounds, 0.2% hits. TSHR-expressing cells, TSH-stimulated cAMP HTRF, 2 h; active compounds read low. AID 504810. activity change, negative = inhibition, % at 11.5 µM. P16473;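 active = activity change below a set negative limit, meaning inhibition stronger than a set level, cut at about -70% in these data; inconclusive = activity change between two set negative limits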; note: % is set by controls: 0 for no effect and ±100 for the full control effect
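Cell-based HTRF cAMP assay; TSHR cells + compound, TSH EC80 (4nM final), 2 h, 37 deg C. Lysis with anti-cAMP cryptate and cAMP-d2, 30 min RT, read 665/620 nm.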
USP2a block: blocks human ubiquitin-specific protease USP2a; Potency, µM (doses to about 38.3 µM), inactives show at the top dose activity change, negative = inhibition, actives largely listed as inhibitors; 330,000 compounds, 0.01% hits; AID 463254; O75604; USP2 core, Ub-CHOP2 coupled fluorogenic reporter, 485/531;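 note: potency is the fitted concentration of half-maximal effect; plate controls were DMSO wells for no effect and full inhibition by NEM control for full effect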
Target sequence (O75604 whole entry, looked up): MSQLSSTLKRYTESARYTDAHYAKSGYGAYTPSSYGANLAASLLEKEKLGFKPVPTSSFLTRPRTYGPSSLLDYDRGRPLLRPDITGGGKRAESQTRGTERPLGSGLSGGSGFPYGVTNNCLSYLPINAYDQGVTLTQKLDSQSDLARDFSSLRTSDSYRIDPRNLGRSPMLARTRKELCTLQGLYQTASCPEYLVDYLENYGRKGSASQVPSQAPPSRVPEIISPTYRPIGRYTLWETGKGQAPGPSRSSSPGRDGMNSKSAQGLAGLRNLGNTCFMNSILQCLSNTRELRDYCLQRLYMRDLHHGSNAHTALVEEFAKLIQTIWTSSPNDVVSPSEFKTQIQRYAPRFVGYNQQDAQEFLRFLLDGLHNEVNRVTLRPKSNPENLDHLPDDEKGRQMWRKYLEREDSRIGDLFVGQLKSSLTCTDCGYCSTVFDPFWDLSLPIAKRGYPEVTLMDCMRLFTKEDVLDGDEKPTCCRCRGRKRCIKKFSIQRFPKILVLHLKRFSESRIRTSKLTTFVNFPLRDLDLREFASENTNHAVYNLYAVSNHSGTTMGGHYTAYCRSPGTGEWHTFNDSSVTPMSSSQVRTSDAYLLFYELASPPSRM
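Deubiquitinase activity read as fluorescence (485/531 nm) after Ub-CHOP2 cleavage activates the enterokinase reporter on its substrate; USP2 core 10nM, Ub-CHOP2 and substrate 25nM each, 30min compound preincubation then 60min RT; data normalized to NEM, curves fitted.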
Mito fusion act: mitochondrial division inhibition or fusion activation | Potency, µM (top dose mostly 46.1 µM), for inactives: at the highest dose growth rescue (activation), usual class: activators | 320,000 compounds, 0.23% hits | S. cerevisiae fusion-defective mutant growth rescue, CellTiterGlo 48 h;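 note: potency is the fitted concentration of half-maximal effect; % of control where 0% means no effect; nearly all actives have a fitted effect of over 45% in size; temperature-sensitive fusion mutants such as fzo1-1 at 37 °C on non-fermentable ethanol glycerol medium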
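Luminescent cell viability in 1536-well qHTS format served as the measure of rescued growth in ts fusion-mutant S. cerevisiae cultured on non-fermentable YPEG for 48 hours at 37C.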
The depositor's hits bear a star; ? = inconclusive; . = not tested or not shown; [ ] = remark or other dose. Unless noted, calls come from the whole dose curve; as a rule, active = well fitted curve in the direction sought with a large enough effect; inconclusive = small, poorly fitted or top-dose-only effect, or another doubt; inactive = no such curve, though single readings can be large; an effect the other way counts as inactive or inconclusive.

SMILES | TCR activator | BCR signal inh | ELG1 DNA repair | PTAP TSG101 blk | B2AR arrestin | Tb PFK block | uPA generation | Eya2 inh | TSHR antag | USP2a block | Mito fusion act
CCCSc1nnc(Cc2cc(=O)[nH]c(=O)[nH]2)n1-c1cc(C)ccc1C | -3.1% | -4.9% | -4.2% | -4.1% | 0.1% | 0.2% | -0.2% | 14.0% | -2.5 | -1.3% | -3.3%
CCCCNc1c(N2CCN(C(=O)OCC)CC2)c(=O)c1=O | 9.1% | 4.2% | ? | -0.1% | -0.3% | -0.5% | -15.9% | 2.1% | -5.5 | 5.6% | 1.1%
CN(C(=O)Nc1ccc(Cl)cc1Cl)C1CCCC1 | -12.5% | 9.7% | ? | -2.9% | -0.7% | -0.2% | -9.5% | -15.0% | -5.2 | -2.6% | 4.7%
COC(=O)CNC(c1ccccc1)c1cc(C)ccc1NS(=O)(=O)c1ccc(C)cc1 (configuration not stated) | 2.4%[46.1 µM] | -0.1% | -5.2% | -4.9% | -1.3% | -3.6% | 3.9% | 15.1% | 5.0 | 0.5% | 1.8%
CC(C)CCn1c(=O)c2ccccc2n2c(CN(C)Cc3ccccc3)nnc12 | -14.0% | 9.9% | ? | -7.2% | 0.4% | -3.9% | 5.7% | -33.1% | -3.9 | -3.3% | 26.2%
Cc1ccc(CN(C(=O)c2ccccc2[N+](=O)[O-])C2CCS(=O)(=O)C2)o1 (configuration not stated) | -2.4% | -1.4% | ? | -3.6% | -0.6% | -6.9% | -14.2% | 1.6% | 6.9 | 3.4% | -2.4%
CCOC(=O)C1CCN(CC(O)COCc2ccccc2)CC1 (configuration not stated) | -3.5% | 7.4% | 11.1% | -2.5% | -0.8% | -1.1% | -1.5% | -3.3% | 12.3 | 2.4% | 17.0%
COc1ccc(NCc2nnc(SCCN3CCCCC3)n2-c2ccc(C)cc2)cc1 | -2.4% | -1.6% | ? | -3.7% | 0.4% | -1.3% | -2.0% | 0.6% | -3.7 | 1.5% | 1.5%
Cc1ccc(-n2c(-c3ccc(Cl)cc3Cl)n[nH]c2=S)cc1 | . | -2.0% | -1.5% | -1.2% | -1.1% | -1.7% | -3.2% | 3.3% | 8.7 | -0.6% | 4.7%
COC(=O)c1nc(NC(=O)c2cc(OC)c(OC)c(OC)c2)n[nH]1 | 3.0% | -0.4% | 23.9% | -0.4% | -0.2% | -0.5% | 6.2% | 13.8% | -9.3 | 2.9% | ?
COc1ccc(OC(C)C(=O)Nc2cccc(OC)c2)cc1 (configuration not stated) | -0.8% | ? | -1.0% | -9.9% | -0.1% | -9.4% | 0.7% | -6.9% | -3.9 | -0.6% | 4.1%
O=C(Cn1nc(-c2ccccc2)ccc1=O)Nc1ccc(N2CCN(C(=O)c3ccccc3)CC2)cc1 | 7.6%[46.1 µM] | 8.4% | ? | -0.9% | 0.1% | -4.7% | . | 1.3% | 9.3 | 2.1% | -1.1%
COc1ccccc1-c1cc(C(=O)NC2CCCC2)no1 | -2.7% | ? | ? | -3.1% | 0.4% | 0.3% | -3.0% | -4.4% | -20.9 | 0.0% | 15.9%
O=C(O)CCCCCNS(=O)(=O)c1cccc2nsnc12 | -7.8% | -3.2% | 5.3% | -2.5% | 0.3% | -0.9% | 5.7% | -1.1% | 0.7 | 5.5% | -2.0%
COc1ccc(-c2ocnc2C(=O)NCc2nn(-c3ccccc3)nc2C)cc1 | 1.2% | -14.1% | ? | -0.4% | -0.4% | -0.7% | -2.2% | -25.9% | -30.1 | -5.1% | 5.1%
COc1ccc(N(CC(=O)NC2CC3CCC2C3)S(=O)(=O)c2ccc(C)cc2)cc1OC (configuration not stated) | -1.8% | 2.4% | 10.8% | 0.5% | -0.8% | 4.8% | -2.1% | 7.7% | -1.5 | 1.0% | -2.9%
Cc1cccnc1NC(=O)c1ccc(Cl)c(S(=O)(=O)N2CCCCCC2)c1 | -12.6% | ? | ? | -3.2% | 5.8% | 0.6% | -1.0% | -1.4% | -42.2 | -2.3% | 3.8%
CCOc1cccc2cc(C(=O)NCc3ccc(Cl)cc3)c(=N)oc12 | -26.3% | -8.8% | ? | -1.1% | -0.2% | 1.6% | -7.0% | 7.4% | 14.9 | 0.1% | -4.6%
C#CC(C)OC(=O)C(C)NC(=O)c1ccccc1 (configuration not stated) | -0.9% | 0.7% | 11.1% | -2.4% | -0.3% | -6.5% | 8.0% | 1.7% | -9.0 | -2.7% | -7.2%
CCOc1ccccc1OCCCC(=O)Nc1ccc(OC)nc1 | 3.9% | ? | -1.9% | -9.0% | -0.4% | -12.8% | 4.5% | 4.6% | 8.9 | 2.5% | 4.9%
COc1c(F)c(F)c(C(=O)Nc2ccc(N3CCN(C(C)=O)CC3)c(Cl)c2)c(F)c1F | -3.4% | ? | 23.1µM* | -14.2% | -0.8% | 1.4% | . | -44.6% | -23.1 | 2.0% | 2.4%
COC(=O)c1ccc(-n2nnnc2SCC(=O)N2CCCCC2)cc1 | 1.8% | -10.0% | -1.1% | -0.2% | -0.2% | -7.6% | -1.1% | 15.2% | -6.7 | 2.1% | -1.2%
COc1ccccc1N1CCN(CCCNc2c(C)c(=O)n(C)c(=O)n2C)CC1 | -0.2% | . | . | 10.8% | . | . | -10.3% | 4.1% | -20.5 | . | 32.6%
CC1CCCCN1c1nnc(N)s1 (configuration not stated) | 0.0% | ? | 7.9% | -4.7% | 0.5% | 2.8% | . | -7.1% | 18.4 | 8.2% | -5.4%
CCOc1ccccc1NC(=O)Nc1ccon1 | 10.6% | -3.0% | 6.1% | -7.7% | -0.8% | 0.0% | -2.3% | 10.0% | 1.2 | 1.1% | 2.4%
CC(C)(C)c1ccc(NC(=O)N2CCN(c3ccc([N+](=O)[O-])cn3)CC2)cc1 | 2.6% | -11.0% | ? | -0.3% | 0.0% | 7.0% | -6.7% | 0.7% | -31.0 | 2.0% | 0.1%
CCCCn1c(N)c(N(Cc2ccccc2OC)C(=O)C(C)C)c(=O)[nH]c1=O | 1.6% | 7.2% | ? | -2.8% | 0.5% | -3.8% | 4.3% | -3.9% | 11.5 | 0.6% | -0.2%
COCCn1c(SCc2nc3ccccc3c(=O)[nH]2)nnc1-c1ccncc1 | 1.3% | -1.9% | ? | 3.9% | -2.1% | 6.2% | . | 5.0% | 2.5 | 0.6% | 0.4%
CCS(=O)(=O)N1Cc2ccccc2CC1C(=O)Nc1nc2ccc(C)cc2s1 (configuration not stated) | 1.4%[46.1 µM] | 6.6% | 0.1% | 1.2% | -0.5% | 7.0% | -2.5% | -18.2% | -24.1 | -7.9% | 11.9%
NC(=O)c1ccc(NC(=O)COC(=O)CCCN2C(=O)c3cccc4cccc(c34)C2=O)cc1 | 0.5%[46.1 µM] | ? | -4.1% | -3.7% | -0.3% | -12.6% | -12.0% | 6.7% | -3.7 | -0.1% | 0.0%
COc1cc(S(=O)(=O)NCc2ccccc2)ccc1-n1cnnn1 | 1.6% | -0.4% | 0.5% | -4.0% | -0.1% | -3.2% | -6.0% | -2.0% | 6.0 | -0.7% | 3.1%
Nn1c(SCC(=O)Nc2ccc3c(c2)OCCO3)nnc1-c1cccnc1 | 2.4% | -2.7% | 5.6% | -0.9% | -0.3% | 1.4% | -0.2% | -2.4% | -5.8 | 3.3% | 0.3%
CCn1c(SCc2nc3ccccc3[nH]2)nnc1-c1cccnc1 | -0.5% | 2.2% | -1.9% | -3.8% | 0.0% | 6.9% | . | -2.0% | 1.8 | -0.6% | -2.9%
O=c1c2c(nc3c(-c4ccc(Cl)cc4)c[nH]n13)CCCC2 | 5.6% | -9.8% | 10.3µM* | -1.4% | 0.5% | 2.0% | -10.5% | -1.1% | -4.6 | -1.3% | 1.8%
C=CCNC(=S)N1CCN(c2cc3c(cc2F)c(=O)c(C(=O)O)cn3CC)CC1 | -9.8% | 3.6% | ? | -2.8% | 0.4% | 1.8% | -3.6% | 8.4% | -7.6 | -0.1% | 10.1%
COc1ccc(-c2nnc(SCc3nnc(-c4cccs4)o3)n2CC2CCCO2)cc1 (configuration not stated) | -4.2%[46.1 µM] | 0.9% | -15.1% | -3.7% | 0.3% | -1.1% | -1.1% | -23.1% | -1.7 | 2.0% | -1.4%
